Source: PubChem BioAssay
TCR act = activators of T cell receptors. primary human leukocytes, anti-CD3, IL-2 HTRF, 48 h. AID 504894. Potency, µM (doses to about 9.22 µM), for the others: at the highest dose activation of IL-2 secretion, most hits filed as activators. 330,000 tested, under 10 active; further: % of control where 0% means no effect
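48 hr co-incubation of compounds, a-CD3 beads and primary human leukocytes; IL-2 quantified homogeneously by HTRF with anti-IL-2 K and d2 conjugates.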
FBPA coupling cs = inhibits coupling enzyme system, counter-screen for aldolase hits | 290,000 compounds, 0.67% hits | activity change, negative = inhibition, % at 58.2 µM, hits read low | coupling enzyme system counterscreen, AmpLite Red fluorescence; in the data active means activity change below about -30%; further: on the % scale 0 is the no-effect control and ±100 the full control effect
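Counterscreen lacking aldolase: glyceraldehyde-3-phosphate coupling-enzyme reagent preincubated 10 min at RT with compound (at 57.5 uM final), then substrate/coupling system with AmpLite Red added; fluorescence read at 525/598 nm after 20 min RT.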
TSHR antag = antagonists of human thyroid stimulating hormone receptor; TSHR-expressing cells, TSH-stimulated cAMP HTRF, 2 h; hits give low values; activity change, negative = inhibition, % at 11.5 µM; P16473; AID 504810; 330,000 compounds, 0.2% hits;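 active means activity change below a set negative limit, meaning inhibition stronger than a set level, cut at about -70% in these data; inconclusive means activity change between two set negative limits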; further: on the % scale 0 is the no-effect control and ±100 the full control effect
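Freshly harvested TSHR cells receive pin-tooled compound, then EC80 TSH at 4nM final. After 2 hours at 37 deg C, antibody in lysis buffer and cAMP-d2 are added; 30 minutes at ambient temperature precede the HTRF read.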
Tb PFK inh = inhibitors of T. brucei phosphofructokinase; O15648; T. brucei PFK, ADP-Glo luminescence; Potency, µM (highest dose often 57.5 µM), for inactives: at the highest dose activity, negative = inhibition, actives largely listed as inhibitors; 330,000 compounds, 0.17% hits;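 further: potency means the concentration at half of the fitted maximal effect; 0% = uninhibited 1x PFK enzyme wells and -100% = no-enzyme wells; nearly all actives have a fitted effect of over 60% in size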
Target sequence (O15648 whole entry, looked up): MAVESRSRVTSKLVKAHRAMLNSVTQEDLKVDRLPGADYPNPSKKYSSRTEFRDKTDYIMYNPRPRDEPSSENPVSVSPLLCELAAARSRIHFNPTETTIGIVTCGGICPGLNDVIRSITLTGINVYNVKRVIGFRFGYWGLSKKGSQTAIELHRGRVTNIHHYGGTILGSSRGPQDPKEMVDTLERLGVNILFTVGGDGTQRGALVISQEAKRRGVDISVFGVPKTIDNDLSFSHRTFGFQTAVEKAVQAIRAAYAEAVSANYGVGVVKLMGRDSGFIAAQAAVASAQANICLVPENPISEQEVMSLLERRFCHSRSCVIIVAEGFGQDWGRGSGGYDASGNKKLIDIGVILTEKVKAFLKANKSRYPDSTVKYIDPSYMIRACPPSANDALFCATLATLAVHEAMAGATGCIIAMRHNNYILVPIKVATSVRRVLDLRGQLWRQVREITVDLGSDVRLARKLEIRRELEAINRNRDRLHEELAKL
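Activity is normalized to no-enzyme wells (full inhibition) and 1.25 nM enzyme wells (no inhibition). Reaction: 0.5 mM F6P, 0.1 mM ATP, 45 min RT, ADP-Glo luminescence; concentration-response curves fitted and classed by quality.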
Giardia killer = Giardia lamblia killing. Giardia lamblia trophozoite viability. 340,000 compounds, 0.15% hits. activity change, % at 7.66 µM, hits read low; in the data active means activity change below about -80%; inconclusive means between about -30% and that limit;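 further: parasites exposed to compound for two days anaerobically before the ATP read; on the % scale 0 is the no-effect control and ±100 the full control effect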
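ATP-content bioluminescence gauges trophozoite survival. Cells (100/well) receive compound and incubate anaerobically for 48 hrs at 37 deg C; detection reagent follows for 15-30 min at room temperature.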
CXXC DNA block = blocks binding of human MLL CXXC domain to DNA. Q03164. MLL-CXXC / FITC-HOXA9 DNA fluorescence polarization. Potency, µM (doses to about 115 µM), for inactives: at the top dose activity change, negative = inhibition, hits mostly inhibitors. 290,000 compounds, 0.037% hits. AID 2662; active means well fitted inhibition curve with a large enough effect in the polarisation, with a control signal flat, not every such curve was filed as active; inconclusive means small, poorly fitted or top-dose-only effect, or effect the other way, or a change in a side signal; inactive means no such curve, though single readings can be large or run the other way; the % refers to the polarisation; further: potency means the concentration at half of the fitted maximal effect
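Steps: dispense CXXC domain solution (7 uM) → pin compounds or unlabeled HOX-A9 DNA control → 5 min ambient → add FLSN-HOX-A9 solution (50 nM) → spin → 30 min ambient → fluorescence polarization. Tris pH 7.5/NaCl/DTT/BSA buffer.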
Chronic BCR inh = chronic active BCR signaling inhibition | ABC-DLBCL IkBa-CBG/CBR reporter, luminescence ratio, 4 h | Potency, µM (series often up to 46.1 µM), for inactives: at the top dose ratio change, negative = lower green/red ratio, hits mostly inhibitors | 340,000 compounds, 0.05% hits | AID 493014; active means well fitted inhibition curve with a large enough effect in the signal ratio, with a control signal flat, not every such curve was filed as active; inconclusive means small, poorly fitted or top-dose-only effect, or effect the other way, or a change in a side signal; the % refers to the signal ratio;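 further: potency means the concentration at half of the fitted maximal effect; plate controls were basal doxycycline-induced cells for no effect and cells given 10 µM MG132 for full effect; MG132 reads +100%, hits lower the ratio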
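TMD8 ABC-DLBCL cells carrying doxycycline-inducible green luciferase fused to IkappaBalpha plus unfused red luciferase were exposed to compounds (up to 46 uM) for 4 hrs at 37C. Activity came from the overlap-corrected green/red luminescence ratio.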
KCNH2 WT inh = inhibitors of human wildtype KCNH2 potassium channel | U2OS, BacMam KCNH2, thallium flux FluxOr; hits give low values | activity change, % at 1.84 µM | 340,000 compounds, 0.37% hits;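 active means maximum activity change below -70%; inconclusive means maximum activity change between -70% and -50%; inactive means maximum activity change above -50%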; further: on the % scale 0 is the no-effect control and ±100 the full control effect
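U2OS cells were transduced with wild-type KCNH2 virus (2.03 x 10^8 / mL) for 4 h at room temperature, then cultured overnight at 37 C. Thallium flux was read with FluxOr dye. Rate constants were normalized to DMSO controls.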
A-T KAP1 phos = candidate therapy for ataxia-telangiectasia; […] A-T fibroblasts, KAP-1 phosphorylation AlphaLISA; neocarzinostatin DNA damage 30 min before lysis; Potency, µM (series often up to 57.5 µM), for the others: top-dose activation, most hits filed as activators; 320,000 compounds, 0.19% hits; AID 485349; further: potency means the concentration at half of the fitted maximal effect; % of control where 0% means no effect; nearly all actives have a fitted effect of over 45% in size
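ATM-like activity read as KAP-1 phosphorylation via AlphaLISA donor/acceptor antibody pairs after lysis and 6 hr at 25C. Cells were ATM-null patient fibroblasts ([…], hTERT), dosed 60 min, then exposed to the DSB inducer NCS for 30 min.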
GALK inh = blocks human galactokinase activity. 270,000 compounds, 0.007% hits. Potency, µM (highest dose often 57.5 µM), for inactives: at the highest dose activity change, negative = inhibition, usual class: inhibitors. Purified GALK, Kinase-Glo residual ATP luminescence; further: potency means the concentration at half of the fitted maximal effect; on the % scale 0 is the no-effect control and ±100 the full control effect
Target sequence (P51570 whole entry, looked up): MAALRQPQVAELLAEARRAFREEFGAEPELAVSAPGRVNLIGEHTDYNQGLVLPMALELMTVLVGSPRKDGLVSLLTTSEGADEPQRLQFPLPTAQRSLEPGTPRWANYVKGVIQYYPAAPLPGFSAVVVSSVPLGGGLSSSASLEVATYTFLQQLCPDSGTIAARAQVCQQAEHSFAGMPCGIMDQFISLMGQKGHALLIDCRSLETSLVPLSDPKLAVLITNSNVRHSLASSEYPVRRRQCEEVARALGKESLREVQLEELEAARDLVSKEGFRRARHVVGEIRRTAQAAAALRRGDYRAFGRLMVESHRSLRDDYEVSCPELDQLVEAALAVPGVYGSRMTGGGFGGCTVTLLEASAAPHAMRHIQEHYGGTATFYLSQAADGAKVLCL
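Kinase-Glo Plus luminescence measured ATP left after a 1 h room-temperature reaction. The reaction used 5 nM GALK, 100 uM galactose and 35 uM ATP at pH 8.0 (20 mM HEPES, 5 mM MgCl2, 60 mM NaCl, 1 mM DTT, 0.01% BSA).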
* hit, by the source's call; ? = inconclusive; nt = not tested or not shown; [ ] = remark or other dose. Unless noted, the call rests on the fitted dose curve; in most records, active means well fitted curve in the direction sought with a large enough effect; inconclusive means small, poorly fitted or top-dose-only effect, or another doubt; inactive means no such curve, though single readings can be large; an effect the other way counts as inactive or inconclusive.

SMILES	TCR act	FBPA coupling cs	TSHR antag	Tb PFK inh	Giardia killer	CXXC DNA block	Chronic BCR inh	KCNH2 WT inh	A-T KAP1 phos	GALK inh
Cc1ccc(SC[C@H](c2ccccc2)N2CCN(CC(C)C)CCC2=O)cc1	-6.8%	3.0	-28.8	9.8%	-4.0	31.5%	5.4%	nt	27.3%	-2.8%
COc1cc2c(C)nc3c(c(C)nn3-c3ccccc3)c2cc1OC	-6.2%	1.5	2.2	-0.1%	9.1	6.5%	-3.0%	17.7	-0.1%	-0.2%
N#Cc1cc(S(=O)(=O)c2ccc(Cl)cc2)c(N)[nH]c1=O	11.6%	18.6	9.3	2.5%	25.7	?	0.5%	15.4	-1.9%	0.2%
CC(=O)/C=C/n1c(=S)oc2ccccc21	1.0%	0.7	1.1	2.7%	-5.6	4.7%	?	-5.3	5.7%	-0.2%
O=C(N/N=C/c1cccnc1)c1ccc2c(c1)OCCO2	-0.3%[46.1 µM]	0.1	-16.5	-4.1%	-21.9	5.8%	?	-4.0	50.4%	-3.1%
COC(=O)C(Cc1c[nH]c2ccccc12)NC(=O)c1ccccc1Br (stereo not drawn)	-2.8%	-2.1	-7.5	-3.1%	-22.4	2.2%	-0.9%	-5.7	12.2%	4.1%
Cc1cc(C)nc(OC(C(=O)O)C(OCCC(C)C)(c2ccccc2)c2ccccc2)n1 (stereo not drawn)	13.5%	5.2	-3.9	2.5%	-2.5	-7.1%	3.4%	1.2	10.0%	-0.6%
CN(C)C(=O)/C(=C/c1ccc(-c2cccc([N+](=O)[O-])c2)o1)NC(=O)c1ccccc1	-4.4%	0.9	-20.6	3.9%	1.1	7.5%	-5.3%	11.0	13.5%	-2.5%
CCc1nnc(NC(=O)CSc2nc3cc(OC)c(OC)cc3cc2C)s1	-0.3%	-0.1	-17.0	-4.1%	19.2	-7.5%	?	-3.3	-6.1%	-0.3%
Cc1cc(C)n(C2CCCCC2OC(=O)c2ccccc2F)n1 (stereo not drawn)	nt	-1.8	24.4	1.3%	-14.5	-15.6%	-7.8%	0.2	5.9%	1.2%
O=C(O)COCC(=O)Nc1ccc2c(c1)oc1ccccc12	1.1%	4.2	-2.0	-6.5%	2.0	?	?	7.5	12.6%	nt
Cc1ccc(NC(=O)c2ccccc2-c2cc(C)no2)cc1	0.3%	-2.0	17.2	-2.6%	-17.0	?	0.2%	-9.6	23.8%	1.6%
CCOC(=O)/C(C#N)=C/Nc1ccccc1NS(=O)(=O)c1ccc2c(c1)OCCO2	nt	nt	-4.7	-1.0%	11.7	nt	-5.7%	20.7	-4.2%	nt
Cc1nc2ccc(S(=O)(=O)NC(C(=O)N3CCn4c3nc3ccccc34)C(C)C)cc2s1 (stereo not drawn)	-2.1%	0.0	-8.5	1.0%	6.6	0.7%	-1.8%	5.3	2.1%	2.0%
CCN1C(=O)C(O)(CC(=O)c2ccccn2)c2ccccc21 (stereo not drawn)	-7.9%	-3.5	-0.5	-1.9%	-1.9	-2.1%	4.4%	-6.5	-0.9%	-3.5%
COc1ccc(-c2csc(Nc3ccc(S(=O)(=O)Nc4cc(C)on4)cc3)n2)cc1C	-4.4%	-3.3	-18.9	23.1%	0.0	-10.1%	?	-3.7	6.5%	-1.8%
Cc1ccc(C2=NN(S(=O)(=O)c3ccccc3)C(c3ccco3)C2)cc1 (stereo not drawn)	-2.5%	nt	21.2	1.7%	13.7	nt	0.8%	4.3	2.3%	nt
O=C(Nc1ccc2c(c1)OCO2)O[C@@H]1C[C@H]2CCCC(=O)N3CC[C@@H](C1)[C@@H]23	3.4%	1.5	-2.6	3.7%	-6.6	-2.6%	-21.4%	-23.5	2.7%	nt
Cc1cc(CN(C)C(=O)c2cc(COc3ccc(F)cc3Cl)on2)n[nH]1	-7.4%	-1.8	-9.9	1.5%	-19.4	-10.5%	?	-15.8	-3.7%[11.5 µM]	-0.1%
COC(C[C@@H](O)C[C@H](O)COCc1ccccc1)OC	-1.4%	-0.6	-9.4	0.3%	-21.3	1.2%	1.2%	0.6	6.5%	-2.5%
COCCN(C(=O)c1cc(-c2ccncc2)nc2ccccc12)c1c(N)n(CC(C)C)c(=O)[nH]c1=O	-2.1%	nt	-12.8	-27.0%	3.2	nt	-10.7%	-3.4	-3.3%	nt
COC(=O)c1ccc(CN2CCCC(CO)(Cc3ccc(F)cc3F)C2)cc1 (stereo not drawn)	-7.2%	-0.4	-12.8	-1.4%	-6.7	15.1%	-2.3%	7.6	1.0%	3.4%
Cc1ccc2c(C)nc(NC3=NCN(CCc4ccccc4)CN3)nc2c1	nt	0.5	-7.4	-0.6%	nt	12.8%	?	nt	4.2%	2.7%
COc1ccc(Cl)cc1C(=O)Nn1c(-c2cccs2)nc2ccccc2c1=O	-1.4%[46.1 µM]	3.8	28.8	1.4%	7.0	2.6%	?	23.1	9.7%	1.7%
Cc1cccc(Oc2c(C=O)c3ccccc3n2C)c1	-3.2%	-1.2	-14.5	2.1%	-12.4	0.1%	-0.8%	-1.1	7.9%	-2.9%
CCOc1ccc(C(=O)Nc2ccc(S(=O)(=O)NCC3CCCO3)cc2)cc1OCC (stereo not drawn)	6.3%	nt	4.2	0.5%	-27.0	12.2%	?	13.6	8.1%	-3.1%
COc1ccccc1NC(=O)CCc1nc(-c2ccccc2F)no1	-2.3%	-1.2	8.0	3.8%	-5.7	-5.5%	-1.1%	-7.2	0.8%	-0.1%
Nc1n[nH]c(-c2ccccc2[N+](=O)[O-])n1	-12.1%[46.1 µM]	1.9	5.5	-0.6%	-9.7	14.2%	-1.8%	3.7	3.3%	-0.4%
O=C(CCNC(=O)c1ccc(Cl)cc1)Nc1ccc(S(=O)(=O)N2CCCCC2)cc1	-3.6%	nt	nt	11.8%	-1.8	nt	0.7%	-8.3	6.6%	nt
CCOc1ccccc1NC(=S)NC(=O)CCCOc1ccc(Cl)cc1Cl	-4.3%	-1.7	-16.2	-4.5%	3.4	-10.1%	?	5.1	nt	-0.2%
CS(=O)(=O)N(CC(=O)Nc1ccc(S(=O)(=O)N2CCOCC2)cc1)c1ccccc1Cl	-74.7%	3.1	-12.1	0.6%	-9.8	-4.7%	-5.8%	-12.9	-1.1%	-1.3%
CSc1nc2c(c(=O)[nH]1)C(c1cccc(Cl)c1)CC(=O)N2 (stereo not drawn)	-4.7%	0.7	4.7	0.9%	12.9	-3.2%	-7.9%	-10.5	-17.1%	3.2%
Cc1ccc(Cl)cc1N1CCN(C(=O)Cc2c(C(=O)O)[nH]c3ccccc23)CC1	nt	10.2	-21.9	1.6%	-10.7	2.8%	-0.7%	-4.3	1.3%	-6.5%
COc1cccc(NC(=O)CN(C)C(=O)c2ccc3c(c2)S(=O)(=O)N=C2CCCCCN23)c1	-49.5%	nt	17.5	-0.7%	-15.4	nt	9.5%	-25.1	8.8%	nt
COc1ccc(Cl)cc1NC(=O)c1ocnc1C	nt	0.1	-5.0	-2.1%	-8.2	10.9%	1.5%	6.5	-0.9%	-1.3%
O=C(Nc1ccccc1N1CCCC1)c1cccnc1Cl	6.6%[46.1 µM]	-1.9	-6.0	-11.7%	2.3	11.8%	0.3%	2.7	-5.5%	0.3%
CCN(CC)S(=O)(=O)c1cccc(NC(=O)c2cc(-c3cccs3)nn2-c2ccccc2)c1	0.8%[46.1 µM]	-2.6	-27.5	0.3%	2.9	-6.3%	6.6%	-0.2	2.6%	-3.3%
CC(C)N(CCNCC(O)COc1ccc(C(C)(C)c2ccccc2)cc1)C(C)C (stereo not drawn)	1.5%	4.4	4.0	-13.7%	-21.6	10.5%	?	-95.7*	5.2%	-2.7%
Cc1ccc(Cn2cccc2C2=NC(C)CO2)cc1 (stereo not drawn)	nt	-1.6	1.4	0.3%	-7.6	-7.7%	15.3%	-10.2	-4.1%	1.8%
CCS(=O)(=O)N1CCN(C(=O)c2cccc3ccccc23)CC1	nt	-1.1	6.0	3.0%	1.8	10.9%	0.9%	-20.3	4.0%	-3.8%
OCCNc1nc(-c2ccccc2)nc2c1oc1ccccc12	-0.3%	-0.1	-1.6	-0.6%	3.9	-15.7%	?	-16.1	16.7%	nt
CCOc1ccccc1N(CC)C(=O)Cn1ncc2c(=O)oc3ccccc3c21	-0.9%[46.1 µM]	1.5	-12.0	-6.0%	-14.4	-5.8%	4.9%	-13.7	3.7%	0.1%
